TRb SRC2 PPI = TRbeta-SRC2 interaction inhibition. Potency, µM (highest dose often 106 µM), for the others: at the highest dose activity change, negative = inhibition, hits mostly inhibitors. AID 1469. P10828. TRbeta-SRC2 peptide binding, fluorescence polarization; receptor liganded with 1 µM T3. 280,000 compounds, 0.065% hits;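 note: plate controls were bound peptide for no effect and peptide without receptor for full effect; nearly all actives have a fitted effect of over 50% in size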
Target sequence (P10828 whole entry, looked up): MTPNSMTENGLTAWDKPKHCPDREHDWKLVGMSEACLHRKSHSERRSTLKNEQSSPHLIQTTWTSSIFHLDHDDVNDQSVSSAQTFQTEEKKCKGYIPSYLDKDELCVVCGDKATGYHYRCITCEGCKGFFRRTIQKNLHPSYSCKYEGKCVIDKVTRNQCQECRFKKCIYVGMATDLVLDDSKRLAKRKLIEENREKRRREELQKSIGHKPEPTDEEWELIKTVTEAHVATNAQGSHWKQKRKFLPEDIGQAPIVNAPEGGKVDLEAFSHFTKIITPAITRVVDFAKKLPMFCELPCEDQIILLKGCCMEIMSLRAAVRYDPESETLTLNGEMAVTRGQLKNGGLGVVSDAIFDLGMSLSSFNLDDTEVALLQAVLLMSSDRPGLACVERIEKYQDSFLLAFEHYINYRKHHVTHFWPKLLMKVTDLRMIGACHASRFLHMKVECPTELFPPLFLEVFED
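Fluorescence polarization of 20 nM Texas Red SRC2 peptide (20-aa NR interaction domain) bound to 0.6 uM human TRb ligand-binding domain, with 1 uM T3, after 5 hr at ambient temperature; inhibition seen as decreased polarization.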
L3MBTL1 inh = L3MBTL1 (human) inhibition. Q9Y468. AlphaScreen L3MBTL1–H3K9me1 peptide binding. Potency, µM (series often up to 57.1 µM), without a hit: at the highest dose activity, negative = inhibition, most hits filed as inhibitors. 230,000 compounds, 0.66% hits. AID 485360; note: nearly all actives have a fitted effect of over 60% in size
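Displacement of a biotinylated histone H3(1-15) peptide monomethylated at Lys9 (75 nM) from L3MBTL1 (50 nM) was measured by AlphaScreen after a 30 min room-temperature compound incubation; cefsulodin titration served as intraplate control.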
Tau fluor cs = counter-screen for tau fibril formation inhibitors; 280,000 compounds, 0.93% hits; Potency, µM (doses to about 57.7 µM), without a hit: at the highest dose activity change, negative = decrease; tau K18 P301L Alexa594 fluorescence, heparin fibrillization; note: nearly all actives have a fitted effect of over 55% in size
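Human K18 P301L tau (15 uM unlabeled plus 0.24 uM Alexa 594-labeled, final) in 100 mM sodium acetate pH 7 was mixed with compound and 20 uM heparin and incubated 6 hr at 37 C.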
TR SRC2 fluor cs = Texas Red fluorescence interference in TRb-SRC2 counter-screen. TRb/SRC2 Texas Red total fluorescence interference. Potency, µM (highest dose often 106 µM), without a hit: at the top dose fluorescence change, negative = quenching. 280,000 compounds, 0.29% hits. AID 1479; active = well fitted curve in either direction with a large enough effect; inconclusive = small, poorly fitted or top-dose-only effect
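Flags fluorescent or light-absorbing compounds by total fluorescence, S + 2P, at 555 nm excitation and 632 nm emission. Mixture: 20 nM Texas Red SRC2 peptide, 0.6 uM human TRb LBD, 1 uM T3, 5% DMSO; compound exposure 5 h at ambient temperature.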
ALDH1A1 inh = ALDH1A1 (human) enzyme inhibition. P00352. Purified ALDH1A1, NADH fluorescence, propionaldehyde substrate. Potency, µM (top dose mostly 75.3 µM), without a hit: top-dose activity, negative = inhibition, usual class: inhibitors. 220,000 compounds, 7.3% hits. AID 1030; active = well fitted inhibition curve with a large enough effect, not every such curve was filed as active; inconclusive = small, poorly fitted or top-dose-only effect, or another doubt; inactive = no such curve, though single readings can be large or run the other way;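 note: plate controls were no enzyme wells and a reference inhibitor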
Tau fibril ThT = blocks human tau fibril formation measured by thioflavin T; 270,000 compounds, 2.1% hits; recombinant tau K18 P301L (four-repeat tau fragment), heparin-induced fibrillization, ThT fluorescence; Potency, µM (series often up to 57.4 µM), for the others: at the highest dose activity, negative = inhibition, actives largely listed as inhibitors; P10636; AID 1460; note: nearly all actives have a fitted effect of over 55% in size
Target sequence (P10636 561-689 P618L limits assumed): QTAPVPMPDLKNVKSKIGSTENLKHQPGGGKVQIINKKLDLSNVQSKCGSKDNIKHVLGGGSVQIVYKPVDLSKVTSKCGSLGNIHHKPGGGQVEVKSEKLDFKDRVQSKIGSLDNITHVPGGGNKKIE
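Tau K18 P301L fragment (15 uM unlabeled plus 0.24 uM Alexa 594-labeled) in 100 mM sodium acetate pH 7 with compound, fibrillization induced by 20 uM heparin for 6 hr at 37 C. Thioflavin T (30 uM) added, fluorescence read after 1 hr (ex 450, em 510 nm).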
aGal spleen mod = inhibitors or activators of human alpha-galactosidase in spleen homogenate. human spleen homogenate, 4MU-alpha-Gal fluorescence, 40 min. Potency, µM (doses to about 80 µM), for inactives: top-dose activity change, negative = inhibition, most hits filed as inhibitors. 240,000 compounds, 0.008% hits. AID 2107;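 note: 0% = enzyme with vehicle and -100% = no enzyme basal signal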
Target sequence (P06280 32-429 limits assumed): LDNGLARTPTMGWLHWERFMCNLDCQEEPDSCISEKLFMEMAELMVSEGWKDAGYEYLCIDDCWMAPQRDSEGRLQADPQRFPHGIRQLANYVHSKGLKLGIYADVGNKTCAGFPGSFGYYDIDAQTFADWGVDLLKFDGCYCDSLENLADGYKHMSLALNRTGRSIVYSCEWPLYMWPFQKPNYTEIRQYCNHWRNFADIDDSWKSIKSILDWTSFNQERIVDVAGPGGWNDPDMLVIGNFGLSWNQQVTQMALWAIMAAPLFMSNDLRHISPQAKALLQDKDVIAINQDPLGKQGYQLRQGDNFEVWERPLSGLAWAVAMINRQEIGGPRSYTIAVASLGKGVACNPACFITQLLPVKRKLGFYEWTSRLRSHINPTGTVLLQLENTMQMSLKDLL
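Fluorogenic readout (Ex 365/Em 440 nm) of 4-methylumbelliferone released from 1 mM 4-MU-alpha-galactoside by spleen homogenate, 40 min at 37C, pH 5.0. Data normalized to no-enzyme and enzyme controls; Hill-equation AC50 from compound titrations.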
Tau FP inhib = inhibitors of human tau fibril formation; 280,000 compounds, 0.39% hits; Potency, µM (titrated, usually from 57.7 µM), for inactives: at the highest dose activity, negative = inhibition, hits mostly inhibitors; K18 P301L tau heparin fibrillization, Alexa594 FP, 6 h; P10636; note: nearly all actives have a fitted effect of over 55% in size
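Human tau K18 […] P301L fragment, 15 uM unlabeled plus 0.24 uM Alexa 594-labeled tau (final), with compound and 20 uM heparin in 100 mM sodium acetate pH 7; 6 hr at 37 C, then Alexa 594 FP read.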
An asterisk follows results filed as active; ? = inconclusive; nt = not tested or not shown; & = joins results of further samples; [ ] = dose if it differs, or a comment. Unless noted, calls come from the whole dose curve; as a rule, active = well fitted curve in the direction sought with a large enough effect; inconclusive = small, poorly fitted or top-dose-only effect, or another doubt; inactive = no such curve, though single readings can be large; an effect the other way counts as inactive or inconclusive. Unless noted, % is set by controls: 0 for no effect and ±100 for the full control effect; potency is the fitted concentration of half-maximal effect.

SMILES	TRb SRC2 PPI	L3MBTL1 inh	Tau fluor cs	TR SRC2 fluor cs	ALDH1A1 inh	Tau fibril ThT	aGal spleen mod	Tau FP inhib
O=C(COC(=O)c1ccccc1-c1ccccc1[N+](=O)[O-])c1ccccc1	-9%	-6%	?	1%	-1%	-5%	-3%	?
CCN(CCn1cccn1)C(=O)CCc1nnc(CCCc2ccccc2)o1	3%	-8%	5%	0%	11%	2%	-17%	8%
Cc1cccc(-n2c(=O)c3ccccc3n(Cc3ccccc3C#N)c2=O)c1	1%	nt	-17%	4%	nt	-9%	nt	-10%
COc1cc(-c2nnc(COC(=O)c3c4c(nc5ccccc35)CCCC4)o2)cc(OC)c1OC	0%	7%	-2%	0%	7%	-17%	-5%	6%
Cc1ccn(CC(=O)N/N=C/c2cc([N+](=O)[O-])ccc2O)n1	6%	?	-6%	-3%	2%	-14%	3%	2%
COC(=O)c1nnn(-c2nc(N(C)C)nc(N(C)C)n2)c1C	5%	nt	-9%	1%	0%	-10%	-2%	5%
CC1=NN(C(N)=S)C(=O)C1N=Nc1cccc2ccccc12 (stereo unspecified)	-2%	-1%	?	-4%	14µM*	4µM*	0%	-9%
O=C(c1ccc(F)cc1)N1CCC(c2ccccc2)C1 (stereo unspecified)	-1%	9%	-16%	-1%	-2%	-10%	3%	0%
COc1ccc(CCNC(=O)c2nc3ncccn3n2)cc1OC	4%	-6%	-1%	1%	0%	1%	-10%	3%
CCCCn1c2c(c3ccccc31)CCc1nonc1-2	6%	134%[activator]	3%	-1%	?	4%	-2%	4%
COc1ccc(NC(=O)c2oc3ccccc3c2NC(=O)Cc2coc3cc(C)ccc23)cc1	1%	nt	?	?	nt	2%	nt	?
COCCn1nnnc1C(c1cccc(C(F)(F)F)c1)N1CCOCC1 (stereo unspecified)	-3%	26%	5%	-7%	-8%	-1%	-1%	-1%
CCCn1c(SCC(N)=O)nnc1C(C)C	6%	0%	0%	3%	9%	-8%	3%	-3%
Cc1cccc(N2CC(C(=O)Nc3ccc(S(=O)(=O)N4CCOCC4)cc3)CC2=O)c1 (stereo unspecified)	-2%	-20%	0%	0%	?	6%	-7%	2%
COc1ccc(/C(C)=N\NC(=O)CSc2nnc(C)s2)cc1	-3%	-3%	-6%	-3%	-7%	-14%	-1%	-3%
Cc1cc(Cl)c(S(=O)(=O)NC2CCCC2)cc1OCC(=O)NC1CCCCC1	-1%	nt	-19%	1%	-19%	-18%	-8%	-3%
C=CCOC(=O)/C=C/NC(=O)/C=C/C=C/CCCCCCCC(C)O (stereo unspecified)	5%&1%[11.2 µM]	nt	-14%&-14%[11.6 µM]	2%&-14%[11.2 µM]	-5%&10%[13.5 µM]	?	8%&13%[17.5 µM]	-2%&-8%[11.6 µM]
N#Cc1ccccc1Cn1c(-c2cscn2)nc2ccccc21	-6%	nt	-17%	0%	-9%	-9%	-3%	-9%
COCCc1nn2c(=O)cc(COC(=O)COc3ccccc3C)nc2s1	-4%	nt	8%	0%	nt	-1%	nt	5%
COC(=O)c1sc2ncccc2c1OCc1c(Cl)cccc1Cl	-9%	2%	-4%	-3%	6%	-4%	-12%	-2%
Cc1n[nH]c(C)c1CCc1nc2c3ccccc3nc(SCC(=O)Nc3ccc(F)cc3)n2n1	-2%	nt	-13%	?	nt	?	nt	-3%
CCc1cccc(CC)c1NC(=O)C(NS(=O)(=O)c1cccs1)c1ccccc1 (stereo unspecified)	5%	6%	-3%	-1%	18%	1%	-1%	-1%
CCC(c1nc2ccccc2c(=O)n1CCN1CCOCC1)N1C(=O)c2ccccc2C1=O (stereo unspecified)	1%	nt	-13%	1%	0%	-12%	-9%	-3%
Cc1cccc(N(CC(=O)NC2CCCCC2)C(=O)CCCC(=O)Nc2ccccn2)c1	3%	-3%	-3%	1%	-6%	-7%	7%	1%
COc1ccc(/C=N/NC(=O)CSc2nnc(C)n2-c2ccccc2)c(OC)c1OC	3%	0%	-5%	0%	3%	-11%	-8%	6%
SMILES	TRb SRC2 PPI	L3MBTL1 inh	Tau fluor cs	TR SRC2 fluor cs	ALDH1A1 inh	Tau fibril ThT	aGal spleen mod	Tau FP inhib
CCn1cc(C(=O)NNC(=O)c2ccc(Cl)cc2)c(=O)c2ccc(C)nc21	-4%	-23%	-1%	4%	-9%	-2%	1%	1%
Cc1cc(NC(=O)CSc2nnnn2-c2ccccc2)no1	-1%	0%	0%	-7%	16µM*	2%	-1%	1%
O=C(CSc1ccc2ccccc2c1)N1CCN(c2ccc(O)cc2)CC1	-4%	?	?	-4%	nt	?	-1%	?
CCn1c(SCC(=O)N2c3ccccc3Sc3ccccc32)nnc1-c1ccco1	6%	15%[11.4 µM]	0%	3%	?	-5%	1%	4%
O=C(CSc1nc2ccccc2s1)N1c2ccccc2Sc2ccccc21	1%	-2%	-16%	-1%	-7%	-6%	1%	?
Cc1ccc(/C=C(\NC(=O)c2ccccc2)C(=O)NC(Cc2ccccc2)C(=O)O)cc1 (stereo unspecified)	-7%	8%	3%	-1%	8%	-4%	11%	12%
N#CC1(c2ccccc2)CCC(=O)N1c1ccccc1 (stereo unspecified)	-1%	9%	-7%	2%	nt	-2%	-3%	-1%
COc1ccc(C)cc1NC(=O)c1nnn(CCc2ccccc2)c1N	-6%	nt	-17%	-2%	?	-12%	-8%	-5%
O=C(O)C1C2C=CC(C2)C1C(=O)N1CCN(CCO)CC1 (stereo unspecified)	-2%	3%	-4%	-2%	7%	-11%	0%	-12%
O=C(CCNS(=O)(=O)c1ccc(Br)s1)NCc1ccccc1Cl	-5%	nt	-16%	0%	4%	-3%	2%	-5%
Cc1oc(C(C)(C)C)cc1C(=O)N1CCN(C(c2ccccc2)c2ccccc2)CC1	4%	-8%	-14%	0%	8.9µM*	?	11%	5%
O=S(=O)(Nc1nc(SCc2ccc(Cl)cc2)n[nH]1)c1ccc(F)cc1	-4%	-6%	?	-1%	nt	-3%	-11%	?
CCCCN(CCCC)CC(O)COc1ccccc1Br (stereo unspecified)	7%	12%	-12%	2%	8%	-9%	-8%	-7%
COC(=O)c1[nH]c2ccccc2c1NC(=O)CN1CCC(C(N)=O)(N2CCCCC2)CC1	-15%	1%	-9%	-3%	?	-16%	4%	3%
Cc1ccc(CNc2oc(-c3cccs3)nc2C#N)cc1	-13%	?	?	-5%	?	-15%	?	?
O=C(CN1CCSCC1)c1c[nH]c2ccccc12	10%	nt	-9%	-2%	?	-8%	4%	0%
O=C(Cn1c(=O)n2nc(-c3ccccc3)nc2c2ccccc21)Nc1ccccc1C(F)(F)F	-4%	nt	-1%	0%	nt	4%	nt	-20%
O=C(NN(c1ccccc1)c1ccccc1)c1ccc([N+](=O)[O-])o1	-3%	?	-15%	-3%	?	-17%	-2%	10%
S=C(Nc1ccc(Oc2ccccc2)cc1)N1CCN(c2ccccn2)CC1	7%	-9%	?	2%	2%	?	1%	-5%
COc1ccc(/C=C/C(=O)OCn2c(SC)nnc(C)c2=O)cc1OC	-4%	nt	-5%	-1%	-10%	-5%	5%	3%
NC(=O)C1CCN(C(=O)COc2ccc3ccccc3c2)CC1	-3%	12%	4%	0%	0%	-1%	7%	-1%
O=C1CCCC2=C1C(c1ccc(OS(=O)(=O)c3ccc(Cl)cc3)cc1)C1=C(CCCC1=O)O2	-22%	2%	-11%	-1%	?	-8%	-4%	6%

Nothing new here: entries from further up.
SMILES	TRb SRC2 PPI	L3MBTL1 inh	Tau fluor cs	TR SRC2 fluor cs	ALDH1A1 inh	Tau fibril ThT	aGal spleen mod	Tau FP inhib
CCn1cc(C(=O)NNC(=O)c2ccc(Cl)cc2)c(=O)c2ccc(C)nc21	-4%	-23%	-1%	4%	-9%	-2%	1%	1%
Cc1cc(NC(=O)CSc2nnnn2-c2ccccc2)no1	-1%	0%	0%	-7%	16µM*	2%	-1%	1%
O=C(CSc1ccc2ccccc2c1)N1CCN(c2ccc(O)cc2)CC1	-4%	?	?	-4%	nt	?	-1%	?
CCn1c(SCC(=O)N2c3ccccc3Sc3ccccc32)nnc1-c1ccco1	6%	15%[11.4 µM]	0%	3%	?	-5%	1%	4%
O=C(CSc1nc2ccccc2s1)N1c2ccccc2Sc2ccccc21	1%	-2%	-16%	-1%	-7%	-6%	1%	?
Cc1ccc(/C=C(\NC(=O)c2ccccc2)C(=O)NC(Cc2ccccc2)C(=O)O)cc1 (stereo unspecified)	-7%	8%	3%	-1%	8%	-4%	11%	12%
N#CC1(c2ccccc2)CCC(=O)N1c1ccccc1 (stereo unspecified)	-1%	9%	-7%	2%	nt	-2%	-3%	-1%
COc1ccc(C)cc1NC(=O)c1nnn(CCc2ccccc2)c1N	-6%	nt	-17%	-2%	?	-12%	-8%	-5%
O=C(O)C1C2C=CC(C2)C1C(=O)N1CCN(CCO)CC1 (stereo unspecified)	-2%	3%	-4%	-2%	7%	-11%	0%	-12%
O=C(CCNS(=O)(=O)c1ccc(Br)s1)NCc1ccccc1Cl	-5%	nt	-16%	0%	4%	-3%	2%	-5%
Cc1oc(C(C)(C)C)cc1C(=O)N1CCN(C(c2ccccc2)c2ccccc2)CC1	4%	-8%	-14%	0%	8.9µM*	?	11%	5%
O=S(=O)(Nc1nc(SCc2ccc(Cl)cc2)n[nH]1)c1ccc(F)cc1	-4%	-6%	?	-1%	nt	-3%	-11%	?

Bioassay records as filed in PubChem.
